hERG WT inh = qHTS for Inhibitors of KCHN2 3.1: Wildtype qHTS | Voltage-gated inwardly rectifying potassium channel KCNH2 (Homo sapiens), Q12809 | U2OS, BacMam KCNH2, thallium flux FluxOr; stronger effect = lower value | activity change, % at 1.84 µM | 340,000 tested, 0.37% active;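 active = maximum activity change below -70%; inconclusive = maximum activity change between -70% and -50%; inactive = maximum activity change above -50%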; also: % is scaled to controls: 0 for no effect and ±100 for the full control effect
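U2OS cells were transduced with wild-type KCNH2 virus (2.03 x 10^8 / mL) for 4 h at room temperature, then cultured overnight at 37 C. Thallium flux was read with FluxOr dye. Rate constants were normalized to DMSO controls.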
FBPA coupling cs = qHTS Assay for Inhibitors of Fructose-1,6-bisphosphate Aldolase from Giardia Lamblia: Coupling assay counterscreen; coupling enzyme system counterscreen, AmpLite Red fluorescence; activity change, negative = inhibition, % at 58.2 µM, hits read low; 290,000 tested, 0.67% active; in the data active = activity change below about -30%; also: % is scaled to controls: 0 for no effect and ±100 for the full control effect
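Coupling enzymes only (glyceraldehyde-3-phosphate) + compound, at 57.5 uM final, 10 min RT; add substrate/coupling/AmpLite Red mix, 20 min RT; fluorescence ex 525/em 598 nm. Actives flag coupling-system interference.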
CXXC DNA block = qHTS Fluorescence Polarization Assay for Inhibitors of MLL CXXC domain - DNA interaction; 290,000 tested, 0.037% active; MLL-CXXC / FITC-HOXA9 DNA fluorescence polarization; Potency, µM (doses to about 115 µM), for inactives: at the highest dose activity change, negative = inhibition, most hits filed as inhibitors; active = well fitted inhibition curve with a large enough effect in the polarisation, with a control signal flat, not every such curve was filed as active; inconclusive = small, poorly fitted or top-dose-only effect, or effect the other way, or a change in a side signal; inactive = no such curve, though single readings can be large or run the other way; the % refers to the polarisation; also: potency is read from the fitted curve at half-maximal effect
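Fluorescence polarization: 7 uM MLL-CXXC (stock) preincubated 5 min with compounds, then 50 nM fluorescein-HOX-A9 DNA (stock) added; 30 min ambient. Buffer 50 mM Tris-HCl pH 7.5, 50 mM NaCl, 1 mM DTT, 0.05% BSA.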
PKM2 activator = qHTS Assay for Activators of Human Muscle isoform 2 Pyruvate Kinase; Potency, µM (titrated, usually from 57.5 µM), for inactives: at the highest dose activation, hits mostly activators; 260,000 tested, 0.34% active; Pyruvate kinase PKM (Homo sapiens), P14618; purified PKM2, Kinase-Glo ATP luminescence, activation; response scale: 0% is enzyme alone, no compound; also: potency is read from the fitted curve at half-maximal effect; % is scaled to controls: 0 for no effect and ±100 for the full control effect; nearly all actives have a fitted effect of over 55% in size
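Purified hPK-M2 (>95% pure) converted ADP (0.1 mM final) to ATP with 0.5 mM PEP in 50 mM imidazole pH7.2, KCl, MgCl2, Tween 20, BSA; 1 h at room temperature. ATP detected by Kinase-Glo luminescence.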
USP2a inh = qHTS Assay for Inhibitors of Ubiquitin-specific Protease USP2a Using CHOP2 as the Reporter | Ubiquitin carboxyl-terminal hydrolase 2 (Homo sapiens), O75604 | USP2 core, Ub-CHOP2 coupled fluorogenic reporter, 485/531 | Potency, µM (series often up to 38.3 µM), without a hit: at the highest dose activity change, negative = inhibition, usual class: inhibitors | 330,000 tested, 0.01% active | AID 463254, 2010;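 also: potency is read from the fitted curve at half-maximal effect; plate controls were DMSO wells for no effect and full inhibition by NEM control for full effect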
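Deubiquitinase activity read as fluorescence (485/531 nm) after Ub-CHOP2 cleavage activates the enterokinase reporter on its substrate; USP2 core 10nM, Ub-CHOP2 and substrate 25nM each, 30min compound preincubation then 60min RT; data normalized to NEM, curves fitted.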
GALK inhibitor = qHTS Assay for Inhibitors of Human Galactokinase (GALK); P51570; Purified GALK, Kinase-Glo residual ATP luminescence; Potency, µM (series often up to 57.5 µM), for the others: at the highest dose activity change, negative = inhibition, most hits filed as inhibitors; 270,000 tested, 0.007% active; AID 1868, 2009; also: potency is read from the fitted curve at half-maximal effect; % is scaled to controls: 0 for no effect and ±100 for the full control effect
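Kinase-Glo Plus luminescence measured ATP left after a 1 h room-temperature reaction. The reaction used 5 nM GALK, 100 uM galactose and 35 uM ATP at pH 8.0 (20 mM HEPES, 5 mM MgCl2, 60 mM NaCl, 1 mM DTT, 0.01% BSA).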
TRPV1 ag = HTS Assay for Compounds that Act as Agonists of the Vanilloid Receptor 1; activation, % at 8.33 µM; 320,000 tested, 0.19% active; Transient receptor potential cation channel subfamily V member 1 (Homo sapiens), Q8NER1; TRPV1-expressing cells, Fluo-8 calcium influx, agonist mode; in the data active = activation above about 80%; inconclusive = between about 30% and that limit; also: 0% is about no effect
Target sequence (Q8NER1 whole entry, looked up): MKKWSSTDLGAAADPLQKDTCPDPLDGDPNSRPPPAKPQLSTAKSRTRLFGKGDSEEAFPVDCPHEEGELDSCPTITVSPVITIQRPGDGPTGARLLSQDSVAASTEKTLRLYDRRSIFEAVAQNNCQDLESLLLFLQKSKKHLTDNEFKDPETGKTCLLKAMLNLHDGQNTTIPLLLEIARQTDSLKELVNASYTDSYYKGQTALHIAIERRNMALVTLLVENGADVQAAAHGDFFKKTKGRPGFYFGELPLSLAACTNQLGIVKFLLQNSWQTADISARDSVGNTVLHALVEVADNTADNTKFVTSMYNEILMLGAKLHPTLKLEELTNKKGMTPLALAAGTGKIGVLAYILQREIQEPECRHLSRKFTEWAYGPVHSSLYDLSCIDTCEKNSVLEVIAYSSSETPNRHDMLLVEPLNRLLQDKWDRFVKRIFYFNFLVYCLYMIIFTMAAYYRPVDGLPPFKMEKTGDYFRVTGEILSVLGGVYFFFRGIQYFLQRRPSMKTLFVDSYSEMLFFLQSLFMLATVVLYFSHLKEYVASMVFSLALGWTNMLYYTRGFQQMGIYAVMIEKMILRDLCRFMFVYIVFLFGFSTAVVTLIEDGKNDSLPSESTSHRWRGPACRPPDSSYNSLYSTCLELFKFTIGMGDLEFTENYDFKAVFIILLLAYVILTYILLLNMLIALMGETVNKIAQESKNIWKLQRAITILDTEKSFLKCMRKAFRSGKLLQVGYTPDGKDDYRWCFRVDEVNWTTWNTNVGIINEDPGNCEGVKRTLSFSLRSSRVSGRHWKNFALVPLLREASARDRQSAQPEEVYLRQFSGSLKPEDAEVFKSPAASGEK
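Cells expressing TRPV1 were dye-loaded with Fluo-8 and read kinetically: 10 s baseline, 3 min after compound (agonist portion), then 2 min after EC20 capsaicin (allosteric enhancer portion). Calcium-bound dye fluorescence at 480/520 nm.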
KCNH2 3.1 block = qHTS for Inhibitors of KCHN2 3.1: Mutant qHTS; AID 720553, 2013; activity change, % (tested at about 1.8 µM); Potassium voltage-gated channel subfamily H member 2, brain isoform KCNH2 3.1 (human); U2OS KCNH2 3.1, thallium flux FluxOr; stronger effect = lower value; 340,000 tested, 0.95% active;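 active = maximum activity change below -70%; inconclusive = maximum activity change from -70% to -50%; inactive = maximum activity change above -50%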;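 also: thallium influx rate constant from kinetic fluorescence after stimulation buffer; % is scaled to controls: 0 for no effect and ±100 for the full control effect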
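FluxOr-based Tl+ influx in U2OS cells transduced with KCNH2 3.1 virus; rate constants normalized to DMSO controls.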
Giardia kill = Small Molecules that selectively kill Giardia lamblia: qHTS | Giardia lamblia trophozoite viability | activity change, % at 7.66 µM, hits read low | 340,000 tested, 0.15% active | AID 540267, 2011; in the data active = activity change below about -80%; inconclusive = between about -30% and that limit;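 also: parasites exposed to compound for two days anaerobically before the ATP read; % is scaled to controls: 0 for no effect and ±100 for the full control effect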
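Each well holds 100 Giardia trophozoites and compound. After two days (48 hrs) at 37 deg C in anaerobic conditions, ATP is quantified by luminescence.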
B2AR arrestin = qHTS assay of beta-arrestin-biased ligands of beta2-adrenergic receptor. beta-arrestin recruitment to beta2AR, cell-based reporter. Potency, µM (titrated, usually from 46.1 µM), for inactives: at the top dose activation, usual class: activators. 330,000 tested, 0.02% active;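 also: potency is read from the fitted curve at half-maximal effect; 0% = DMSO controls and full agonism = EC100 isoproterenol or metaproterenol; nearly all actives have a fitted effect of over 65% in size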
Menin MLL FP TR = qHTS Assay for Inhibitors Targeting the Menin-MLL Interaction in MLL Related Leukemias: Competition With Texas Red Labeled MLL-derived Mutant Peptide | Potency, µM (top dose mostly 61.6 µM), without a hit: top-dose FP activity change, negative = inhibition, hits mostly inhibitors | O00255 | Menin + Texas Red MLL mutant peptide, fluorescence polarization | 270,000 tested, 0.23% active; active = well fitted inhibition curve with a large enough effect in the polarisation, with a control signal flat, not every such curve was filed as active; inconclusive = small, poorly fitted or top-dose-only effect, or effect the other way, or a change in a side signal; inactive = no such curve, though single readings can be large or run the other way; the % refers to the polarisation; also: potency is read from the fitted curve at half-maximal effect; % of control where 0% means no effect; many of its hits are not listed in these tables
Active calls of the source: *; ? = inconclusive; . = no result given; [ ] = remark or other dose. Unless noted, calls follow the shape of the dose curve; as a rule, active = well fitted curve in the direction sought with a large enough effect; inconclusive = small, poorly fitted or top-dose-only effect, or another doubt; inactive = no such curve, though single readings can be large; an effect the other way counts as inactive or inconclusive. Not all compounds are listed (hit frequency here may not be typical).

SMILES | hERG WT inh | FBPA coupling cs | CXXC DNA block | PKM2 activator | USP2a inh | GALK inhibitor | TRPV1 ag | KCNH2 3.1 block | Giardia kill | B2AR arrestin | Menin MLL FP TR
[N-]=[N+]=NC1C[C@H](n2ccc(=O)[nH]c2=O)O[C@@H]1CO (stereo partly specified) | -2 | 1 | 2% | -1% | 3% | -1% | 2 | 6 | 6 | -0.6% | 4%
O=C(c1cc(-c2ccc(Cl)cc2)on1)N1CCN(c2ccccc2)CC1 | -1 | 0 | 31%[activator] | 2% | -1% | -1% | 4 | -37 | -8 | -0.1% | 20%
N=C1SCC(=O)N1c1ncc(Cc2ccc(F)cc2)s1 | -2 | 0 | -3% | -1% | 2% | 2% | 4 | 1 | -5 | 0.2% | 19%
COc1ccc(NC(=O)c2cc3c(CO)cnc(C)c3oc2=Nc2cccc(C)c2)c(OC)c1 | 4 | -2 | -2% | . | -1% | 1% | -2 | -7 | -2 | -0.3% | ?
CCOc1ccc(NC(=S)N(CCN2CCOCC2)Cc2cc3cc4c(cc3[nH]c2=O)OCO4)cc1 | . | -8 | 1% | -5% | 1% | -1% | -1 | 14 | 3 | 4.8% | -9%
CC1CCN(C(=O)c2ccc(CSc3ccc(Cl)cc3)cc2)CC1 | -8 | 2 | 12% | 12% | -1% | -2% | ? | -7 | -10 | -0.1% | -25%
COc1ccc2c(c1)c(C(=O)N1CCN(C)CC1)c(C)n2-c1ccccc1 | -5 | -12 | 4% | 0% | 1% | 0% | 8 | -29 | -3 | 0.2% | ?
NC(=O)C1CCCc2c1n(Cc1ccccc1)c1ccccc21 (stereo unspecified) | 4 | -3 | -5% | . | -1% | 4% | 2 | 6 | -2 | 0.2% | -17%
N#Cc1cnn(-c2ncnc3sc(-c4ccccc4)cc23)c1N | -3 | 2 | -10% | -1% | . | 3% | -2 | -4 | -9 | . | 13%
Cc1ccc(COn2nnc3ccc(S(=O)(=O)N4CCOCC4)cc32)cc1 | 2 | . | . | . | -1% | . | ? | 0 | -9 | 0.0% | .
CSCC(C)N1CCC(N2CCC(C(=O)NCc3ccccn3)CC2)CC1 (stereo unspecified) | 42 | . | -4% | . | 5% | -1% | 0 | -2 | 4 | 0.5% | .
COC(=O)COc1ccc(S(=O)(=O)Nc2ccc3c(c2)OCO3)cc1 | -6 | -1 | 1% | 5% | 3% | -6% | -3 | 3 | -15 | 0.0% | -12%
CCCCN(C(=O)c1c(C)noc1C)c1c(N)n(CCCC)c(=O)[nH]c1=O | -6 | . | . | . | 3% | . | -1 | 1 | 0 | -0.9% | .
Cc1ccc(CNC(=O)C(NS(=O)(=O)c2cccs2)C(C)C)cc1 (stereo unspecified) | -7 | 1 | 11% | 0% | 0% | -1% | 0 | 3 | -1 | 1.6% | 11%
COc1ccccc1CNC(=O)c1ccc(CNc2c(N3CCCC3)c(=O)c2=O)cc1 | 11 | 3 | 12% | -16% | 5% | -3% | 3 | 7 | -26 | -0.6% | 3%
NC1=NC[C@@H](Cc2ccc(O)cc2)N1CCc1cc(C(F)(F)F)cc(C(F)(F)F)c1 | . | 5 | 7% | -3% | -1% | -5% | 0 | . | 2 | 0.2% | .
Cc1cc2ncc(-c3ccc(Cl)cc3)cn2n1 | -9 | 1 | 17% | -16% | 0% | 2% | ? | 7 | -23 | -0.1% | 1%
O=C(Nc1c(F)cccc1F)c1ccc2c(c1)CCN2S(=O)(=O)c1ccccc1 | 3 | 0 | 8% | 0% | 2% | 8% | 10 | -3 | 8 | 0.5% | 29%
CCCCc1c(O)c2ccccc2n(CCCC)c1=O | -1 | -12 | 6% | 6% | 3% | 0% | ? | -8 | 2 | -0.6% | -17%
CC1(C)[N+]([O-])=C2C(=[N+]([O-])C1(C)C)c1ccccc1/C2=N\O | -3 | -3 | 5% | -5% | 1% | 2% | -1 | 16 | -98* | -0.2% | -3%
Cc1ncccc1C(=O)N1CCCC(CNC(=O)c2ccc(-c3ccccc3)cc2)C1 (stereo unspecified) | 12 | -4 | -11% | -5% | 0% | 3% | -4 | 3 | 19 | 0.6% | -12%
CC(=O)NCCC(=O)Nc1nc2c(ccc3ccccc32)s1 | -3 | 0 | -12% | -1% | 0% | 4% | 25 | -9 | -13 | -1.0% | ?
CC(=O)C1=C(O)C=C(c2ccco2)CC1c1ccco1 (stereo unspecified) | -3 | 1 | 2% | 4% | 1% | 1% | 1 | 4 | 2 | -0.7% | 3%
COc1ccc(-c2cc(C(F)F)n3ncc(C(=O)N4CCSCC4)c3n2)cc1 | 2 | 4 | 2% | 0% | -2% | -1% | 14 | 13 | 27 | -1.8% | -6%
CC(=O)Nc1ccc(CN2CCC(CO)(CCOc3ccccc3)CC2)cc1 | 52 | 6 | 6% | -3% | 2% | 2% | -1 | ? | -16 | -0.4% | ?
COc1ccc(/C(N)=N/O)cc1O | 15 | 4 | -1% | -6% | 1% | 0% | 1 | 1 | -7 | -0.5% | 6%
O=C(CCC1CCCCC1)NC1=NCCS1 | -6 | 0 | 6% | 0% | 0% | 0% | 19 | 14 | 9 | 4.2% | 5%
COc1ccc(OC)c(NC(=O)CCNS(=O)(=O)c2cccc3nsnc23)c1 | -1 | 1 | 11% | 1% | -1% | -2% | -1 | 9 | 13 | 0.0% | -1%
CN(CC(=O)Nc1ccccc1Br)C(=O)CCc1nc2ccccc2c(=O)[nH]1 | -1 | . | . | . | 2% | . | -4 | 21 | -10 | -0.1% | .
COCc1nnc(NC(=O)c2c(-c3c(Cl)cccc3Cl)noc2C)s1 | 2 | 2 | -3% | -1% | -1% | 0% | -2 | 0 | 38[activator] | 0.4% | 6%
Cc1onc(-c2ccccc2Cl)c1C(=O)NCc1ccco1 | 9 | -2 | 12% | 22% | 3% | 7% | -1 | -20 | 10 | 0.2% | 8%
CC1Cc2ccccc2N1C(=O)CSc1nnc2n1C(C)(C)Cc1ccccc1-2 (stereo unspecified) | -8 | 1 | 3% | 0% | -1% | -2% | ? | 6 | -11 | 0.0% | 10%
CS(=O)(=O)c1ccccc1C(=O)N1CCN(S(=O)(=O)c2ccc(C3CCCCC3)cc2)CC1 | 3 | . | . | . | -2% | . | 0 | -16 | -5 | -0.2% | .
COc1ccc(/C=C2\N=C(C)OC2=O)cc1OC(C)=O | 4 | 2 | 6% | . | -1% | 2% | 2 | 19 | -5 | 0.0% | -7%
CC1CCCN(C(=S)Nc2ccc(S(=O)(=O)N3CCCCC3)cc2)C1 (stereo unspecified) | -3 | 1 | -4% | -5% | -1% | . | 11 | 15 | -20 | -0.7% | .
NC(=S)N/N=C/c1ccc(-c2cc(Cl)cc(Cl)c2)o1 | -10 | -1 | 11% | ? | . | -2% | -2 | -12 | -7 | . | ?
CC(C)=CCN1CCC(n2nccc2NC(=O)c2ccccc2Cl)CC1 | 97 | . | 0% | -4% | 0% | 2% | -1 | 17 | -17 | 0.1% | .
O=C(CSc1n[nH]c(-c2ccncc2)n1)Nc1ccc(F)cc1 | -1 | 5 | -9% | 22% | -1% | 16% | 1 | -11 | 4 | -0.1% | 5%
COc1ccc(S(=O)(=O)CCc2nc3ccccc3s2)cc1 | 4 | -3 | 3% | ? | -4% | 3% | 2 | 1 | -21 | 0.1% | 0%
CN(CCOc1ccccc1Cl)Cc1ccccc1 | 1 | -1 | -6% | -1% | -2% | 1% | -1 | 11 | -8 | 0.2% | -22%
COc1ccc(NC(=O)[C@H](C)NC(=O)[C@@H]2Cc3ccccc3CN2C(=O)OC(C)(C)C)cc1 | 3 | -4 | 11% | . | 1% | -4% | 9 | -11 | -4 | -0.1% | 1%
CCc1c(C)nc2ncnn2c1NC1CCCc2ccccc21 (stereo unspecified) | 1 | 1 | 12% | 0% | 13% | 1% | -5 | 7 | 3 | -0.1% | ?

From PubChem
